# Pf apPOL block: Pf-apPOL DNA polymerase inhibition; AID 1794808; inhibition, % at 10 µM; 210,000 tested, 0.25% active; Recombinant Pf-apPOL, molecular beacon fluorescence, 1.5 h
# mHTT-CaM PPI inh: disrupts binding of mutant huntingtin to calmodulin; AlphaScreen His-mHTT/GST-CaM binding, luminescence; inhibition, % at 15 µM; 190,000 tested, 3.6% active; AID 1671202;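 further: 0% = both proteins with DMSO and 100% = one protein alone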
# Active calls of the source: *; i = inactive; / = not tested or not shown; & = joins results of further samples. No stated cut-off is given here; in the data, active means inhibition above about 50%; inactive means the rest. A portion of the library. The share of hits here may be higher or lower than overall.
# Results follow in this order: Pf apPOL block	mHTT-CaM PPI inh
O=C(COc1ccc(Cl)cc1Cl)Nc1c2c(nn1-c1ccc(F)cc1)CSC2
→ -4	2
CCCCOc1ccc(C=O)cc1OCC
→ -1	-15
Cc1cccc(Sc2nccnc2N2CCCC(C(=O)Nc3ccc(F)cc3)C2)c1 (stereo unspecified)
→ -2	3
Cc1ccccc1N(CC(=O)NCc1ccccn1)S(C)(=O)=O
→ 0	-2
COc1cc(CNC(=O)CCCCC=CC(C)C)ccc1O
→ -32	/
CC(=O)N1CCc2cc(N3CC(C(=O)NCc4ccccc4F)CC3=O)ccc21 (stereo unspecified)
→ -3	-8
CC(NC(=O)C(=O)NCCOc1ccc(F)cc1)c1ccccc1 (stereo unspecified)
→ -8	-8
CNC(=O)C(C1CCCC1)N1CCN(C(=O)c2cccs2)CC1 (stereo unspecified)
→ -1	-5
CC(C)C[C@H]1COc2cc(N3CCCC3)ccc2S(=O)(=O)N1
→ -9	-3
CCOC(CNc1ncnc(N)c1[N+](=O)[O-])OCC
→ -239&-2	-5&-2
O=C(c1ccc(N2C(=O)CCC2=O)cc1)N1CCN(Cc2nc(C3CC3)cs2)CC1
→ -1	-6
Cc1ccc2nc(/C(C#N)=C/c3ccc(-c4ccc5c(c4)C(=O)NC5=O)o3)[nH]c2c1
→ -4	68*
COc1cc(OC)c(C2C(C#N)=C(N)OC3=C2C(=O)CC(C)C3)cc1Br (stereo unspecified)
→ -5	16
COCCCNC(=O)C1CC(=O)N(CCc2c[nH]c3ccc(F)cc23)C1 (stereo unspecified)
→ -4	-5
CC(C)Oc1ccc(C(O)=C2C(=O)C(=O)N(CCCn3ccnc3)C2c2cccnc2)cc1 (stereo unspecified)
→ -9	1
CCN(CC)c1ccc(C=NCCNC(=O)c2ccc(C)cc2)cc1
→ -1	3
CC(NCC1OCc2ccccc2CO1)c1ccccc1 (stereo unspecified)
→ -7	-4
CCOC(=O)CC(N)c1ccc(C)cc1 (stereo unspecified)
→ 2	-6
CC(=O)N1CCC(C(=O)N2CCCC2(CO)Cc2ccccc2)CC1 (stereo unspecified)
→ 1	-2
COc1cc(N2CN=c3s/c(=C\c4cccc([N+](=O)[O-])c4)c(=O)n3C2)cc(OC)c1OC
→ -7	3
Cc1ccc(S(=O)(=O)Nc2cccc(C(=O)Nc3nnc(-c4cccs4)o3)c2)cc1
→ -237	82*
COc1ccc(Cn2ccn3cnc(-c4ccccc4)c3c2=O)cc1
→ 0	30
CC(C)c1cc(C(=O)Nc2ccccc2)nc2ccnn12
→ -1	-51
Cc1ccc(-n2cnc3scc(-c4ccccc4)c3c2=O)cc1
→ 4	-11
CCCN1CCN(C(=O)c2csc(-c3ccncc3)n2)CC1
→ -2	-4
COC(=O)c1cnc2nc(C)ccc2c1Nc1ccc(C#N)cc1
→ -5	1
Cc1noc(CNC(=O)C2CCN(CC(=O)Nc3ccc(F)cc3)CC2)n1
→ 10	-6
CC1CCCCN1CCNC(=O)CN1CCN(C(=O)Nc2ccc(Cl)cc2)CC1=O (stereo unspecified)
→ -5	-5
O=C(Nc1cccc(Br)c1)C1CCN(c2ccncc2)CC1
→ 1	-10
COc1c(Cl)ccc(Cl)c1C(=O)Nc1ccccc1F
→ 4	-4
O=S1(=O)CC(N2CCN(CCO)CC2)CN1CCc1ccccc1 (stereo unspecified)
→ -6	-6
COCCCNC(=O)C(=O)Nc1cccc(Cl)c1
→ -6	-16
O=C(CCN1C(=O)C2C3C=CC(CC3)C2C1=O)Nc1cccc(F)c1 (stereo unspecified)
→ -2	-3
COc1cccc(-c2cc(C(=O)NCCC3=CCCCC3)n(C)n2)c1
→ -16	8
Cc1cc(NC(=O)CN2CC(c3nc(-c4cccnc4)no3)C2)no1
→ -6	-10
COc1ccc(CNC(=O)c2sc3cc(F)ccc3c2Cl)c(OC)c1
→ 0	-11
CCOC(=O)c1ccc(NC(=O)c2ccccc2S(C)(=O)=O)cc1
→ -1	0
O=C(CCCOc1ccccc1)Nc1ccc(Cl)cn1
→ -10	-4
Clc1ccc(C2=NN(c3ccccc3)C(c3csc(-c4ccccc4)n3)C2)cc1 (stereo unspecified)
→ 2	/
CC1CC(C)CN(CC(O)COCC2CC3CCC2C3)C1 (stereo unspecified)
→ -2	-7
NC(=O)Cc1csc(NC(=O)C2CN(c3nc4c(F)cccc4s3)C2)n1
→ -15	-8
C=CCNS(=O)(=O)c1ccc(F)c(C(=O)Nc2cc(Cl)cc(Cl)c2)c1
→ -9	-20
COc1cccc(C2CC(c3ccc(Br)cc3)Nc3nnnn32)c1OC (stereo unspecified)
→ -3	35
COCCOCC(O)CN1CCN(c2ccccc2)CC1 (stereo unspecified)
→ -2	-5
O=C(CN1CCC(c2nc(-c3ccc(F)cc3)no2)CC1)Nc1ccccc1C(F)(F)F
→ -2	-11
Cc1c(Br)sc2sc(-c3ccnc(SCc4ccccc4)n3)c(C)c12
→ -8	/
O=C(Nc1ccc(-c2nc3cc(Cl)ccc3o2)cc1)C(F)(F)F
→ -3	2
CC(Cc1ccco1)NS(=O)(=O)c1cccnc1 (stereo unspecified)
→ -7	-4
Cn1cnnc1C1CCN(C(=O)Cc2c(F)cccc2Cl)CC1
→ 3	2
O=C1CSC(c2ccc(Cl)cc2)N1c1cc(Cl)ccc1O (stereo unspecified)
→ -2	18
Cc1cccc(N(C)C(=O)C2CN(S(C)(=O)=O)CC23CCCCC3)c1 (stereo unspecified)
→ -2	18
Cc1ccc(C(=O)Nc2ccc(N3CCCN(C(=O)CC(C)C)CC3)nc2)cc1
→ -14	46
Cn1nc(-c2ccccc2)c(O)c(N=Nc2ccccc2)c1=O
→ -10	/
O=S(=O)(c1ccc2oc3ccccc3c2c1)N1CCN(c2ccccc2)CC1
→ /	-6
CCOc1ccccc1NC(=O)N1CCCC1c1cc(C(C)C)on1 (stereo unspecified)
→ -1	-5
Cc1cccnc1NC(=O)c1ccc([N+](=O)[O-])o1
→ 0	-8
Cc1c(Cl)c(C(F)(F)F)nn1CC(=O)Nc1ccc(Br)cc1
→ -7	-1
CCn1cc(C(=O)Nc2cccc(NC(C)=O)c2)c(=O)c2ccc(C)nc21
→ -3	10
O=C(CSc1nnc(-c2ccncc2)o1)NC(=O)Nc1ccccc1
→ -20	/
FC(F)(F)c1ccc(/C=N/n2c(-c3ccco3)n[nH]c2=S)cc1
→ /	i

# A draw from above in order of SMILES length, lowest first.
# Results follow in this order: Pf apPOL block	mHTT-CaM PPI inh
O=C1CSC(c2ccc(Cl)cc2)N1c1cc(Cl)ccc1O (stereo unspecified)
→ -2	18
Cn1cnnc1C1CCN(C(=O)Cc2c(F)cccc2Cl)CC1
→ 3	2
Cc1cc(NC(=O)CN2CC(c3nc(-c4cccnc4)no3)C2)no1
→ -6	-10

# The list continues.
# Results follow in this order: Pf apPOL block	mHTT-CaM PPI inh
Cc1nccn1-c1ccc(N2CCN(C(=O)COc3ccc4c(c3)OCO4)CC2)nn1
→ 3	5
CCOCCn1cnc2sc(C(=O)NCC(OCC)OCC)c(C)c2c1=O
→ -2	-3
O=C(NC1CCCCC1)/C(=C\c1ccc2c(c1)OCO2)NC(=O)c1ccc(Br)cc1
→ 1	-2
COc1ccc(OC)c(C2CC(c3cccc(Br)c3)Nc3nnnn32)c1 (stereo unspecified)
→ -2	35
CCOc1cccc(C2CC(c3cccc(OC)c3)=NC3(CCN(C(C)C)CC3)N2)c1O (stereo unspecified)
→ 6	9
CNc1nc(Nc2ccccc2OC)nc2ccccc12
→ -2	-6
Cc1ccc(-c2cc(-c3ccccc3)nc3ncnn23)cc1
→ 2	3
CCc1cc(C2CCCN2C(=O)c2cc(-c3ccc(OC)c(OC)c3)on2)on1 (stereo unspecified)
→ 0	-2
CN1C(=O)NC(c2ccc(F)cc2)C2=C1CN(Cc1cccnc1)C2=O (stereo unspecified)
→ 1	-3
COc1cccc(C(=O)N2CCC3(CC2)CC(=O)c2ccccc2O3)c1OC
→ -3	6
CCN(CC)S(=O)(=O)c1ccc(C(=O)Nc2nnc(-c3cc(OC)cc(OC)c3)o2)cc1
→ -3	-1
O=[N+]([O-])c1ccc(Cn2ccnc2-c2ccc(C(F)(F)F)cc2)cc1
→ 2&-5	/
C=CCNC1(C)CCS(=O)(=O)C1 (stereo unspecified)
→ -5	-7
COc1cc(C=CC(=O)NCCc2cc3c(OC)ccc(OC)c3[nH]c2=O)cc(OC)c1OC
→ -4	14
CCOc1ccc(/C=C(\C#N)c2nc3ccccc3s2)cc1OC
→ -2	-12
COc1ccccc1C1C2=C(CC(C)(C)CC2=O)Nc2nc(SCc3ccccc3)nn21 (stereo unspecified)
→ -1	12
CNC(=S)NC12CC3CC(CC(C3)C1)C2
→ -5	0
CCCn1c(Cc2ccc(Cl)c(Cl)c2)n[nH]c1=S
→ -8	/
COc1cccc(Nc2nc(-c3ccc(F)cc3)cs2)c1
→ -1	59*
CCOc1ccc(S(=O)(=O)N2CCC(c3nc4ccncc4n3CC(C)C)C2)cc1 (stereo unspecified)
→ -6	3
COc1ccc(C2C(C#N)=C(N)SC3C(=O)N(c4ccc(C)cc4)C(=O)C32)cc1 (stereo unspecified)
→ 0	19
O=S1(=O)c2ccc(N3CC[C@H](O)C3)cc2OCCCN1C1CC1
→ -5	0
COc1ccc(-c2cc(C(=O)Nc3cc(C)on3)c3ccccc3n2)c(OC)c1
→ -19	-18
N#C/C(=C\c1cccc(F)c1)c1nc(-c2ccc(Cl)cc2)cs1
→ -6	-12
COc1cccc(-c2nc(C3CCN(C(=O)Cc4ccc(OC)cc4Cl)CC3)no2)c1
→ -2	-7
CCN(C(=O)c1ccccc1F)c1ccccc1
→ -9	-3
c1ccc(N2CCN(CC3CCCCC3)CC2)cc1
→ 2	4
COc1ccc(NC(=O)c2sc3cc(OC)ccc3c2Cl)cc1
→ -2	0
OC(C#Cc1ccccc1)c1cccs1 (stereo unspecified)
→ 0	7
Cc1cc(SCc2[nH]nc3oc(=O)cc(C)c23)c(C)cc1Cl
→ -8	/

# Not a retest: an excerpt of the list.
# Results follow in this order: Pf apPOL block	mHTT-CaM PPI inh
Cc1nccn1-c1ccc(N2CCN(C(=O)COc3ccc4c(c3)OCO4)CC2)nn1
→ 3	5
CCOCCn1cnc2sc(C(=O)NCC(OCC)OCC)c(C)c2c1=O
→ -2	-3

# More structures follow.
# Results follow in this order: Pf apPOL block	mHTT-CaM PPI inh
O=C1CCCc2c1c1ccccc1n2Cc1ccccc1
→ 6	/
COc1ccc(N=c2scc(-c3ccc4c(c3)OCCO4)n2CCO)cc1
→ -2	53*
N#Cc1ccc(NC(=O)c2cc3n(n2)C(C(F)(F)F)CC(c2ccccc2)N3)cc1 (stereo unspecified)
→ -9	-5
O=S1(=O)CCSCCN1Cc1ccc(Cl)cc1
→ -8	-2
Cn1c(-c2ccccn2)nc2ccccc21
→ -5	-1
COC(=O)NC(C)CCc1ccccc1 (stereo unspecified)
→ -6	-1
COc1cccc(NC(=O)c2ccc(N3CCNC(c4ccccc4)C3)nc2)c1 (stereo unspecified)
→ -6	10
CCOc1ccc(N(CC(=O)Nc2ccc(Cl)cc2C)S(C)(=O)=O)cc1
→ 0	-7
Cc1cccc2ccc(C3C(=O)c4ccccc4C3=O)nc12
→ -9	4
COc1cccc(C=C2Oc3c(ccc(O)c3CN3CCCCC3)C2=O)c1OC
→ 5&-1	13&5
Cc1cccc(NC(c2ccc(F)cc2)C2CCCC2=O)c1 (stereo unspecified)
→ 1	-7
Cc1ccc2nc3c(nc2c1)C(=O)N(CC1CCCO1)C3=O (stereo unspecified)
→ -3	-1
COCCNC(=O)NC12CC3CC(CC(C3)C1)C2
→ -6	2
CC(C)OCCCNC(=O)c1c[nH]c2ccc(S(=O)(=O)Nc3ccccc3F)cc2c1=O
→ -1	3
COc1ccc(C(=O)N2CC(C(=O)NC(C)C)C(c3ccccc3)C2)cc1 (stereo unspecified)
→ -4	-3
COCC(=O)N1CCCC(c2nc(CCNC(C)=O)cs2)C1 (stereo unspecified)
→ -1	-1
COc1ccc(NC(=O)c2cccc(F)c2)cc1
→ -6	0
Cn1c(C2CCCN(S(C)(=O)=O)C2)nn(CC(=O)NCc2ccc(F)cc2)c1=O (stereo unspecified)
→ -3	-19
COc1ccc(C(=O)c2ccc([N+](=O)[O-])cc2)cc1S(=O)(=O)NCc1ccccc1
→ -6	18
CC(=O)Cn1nc([N+](=O)[O-])nc1-c1nc([N+](=O)[O-])n(CC(C)=O)n1
→ 4	6
COc1ccc(NC(=O)C2CC(=O)N(CCc3c[nH]c4ccc(F)cc34)C2)cc1 (stereo unspecified)
→ 13	22
O=C(Cn1ccc2ccccc21)NCc1ccc(OC(F)(F)F)cc1
→ -4	-2
COc1ccc(-c2nc3ccccc3c(=O)n2CC(=O)Nc2ccc(F)cc2F)cc1OC
→ -5	0
CCc1c(O)nc(SCC(=O)Nc2ccc(OC)cc2)n(-c2ccccc2)c1=O
→ -1	4
CCn1cc(C(=O)N2CCCCC2C)c(=O)c2ccc(C)nc21 (stereo unspecified)
→ -30	-6
COc1ccc(NC(=O)c2ccccc2C(F)(F)F)cc1OC1CCCC1
→ -8	/
O=S(=O)(c1cccs1)N1CCN(c2ncccn2)CC1
→ -4&-6&-3	-13&-4
O=C(NCc1cccc(Br)c1)c1cnn2c3c(cnc12)CCCC3
→ 2	26
COc1ccccc1NC(=O)c1ccc(OC)c(OC)c1
→ -12	0
CN(C)CCC1CCCCN1C(=O)c1ccc(Cl)s1 (stereo unspecified)
→ -6	-9
Cc1ncc([N+](=O)[O-])n1CC(=O)Nc1nn(-c2ccccc2)nc1C(N)=O
→ -6	-1
O=C(O)c1ccc(NCc2ccc3c(c2)OCO3)cc1
→ 5	-3

# Entries of single compounds as entered above. Values in the order: Pf apPOL block | mHTT-CaM PPI inh
# CCOc1ccc(N(CC(=O)Nc2ccc(Cl)cc2C)S(C)(=O)=O)cc1 is listed as 0 | -7
# O=C1CCCc2c1c1ccccc1n2Cc1ccccc1 is listed as 6 | /
# N#Cc1ccc(NC(=O)c2cc3n(n2)C(C(F)(F)F)CC(c2ccccc2)N3)cc1 (stereo unspecified) is listed as -9 | -5
# Cn1c(-c2ccccn2)nc2ccccc21 is listed as -5 | -1
# COCCNC(=O)NC12CC3CC(CC(C3)C1)C2 is listed as -6 | 2

# Assay outcomes (PubChem BioAssay)
